GLP1R ag = qHTS of GLP-1 Receptor Agonists; HEK293 GLP-1R CRE-luciferase, luminescence, 4-6 h; cells express a hypersensitive GLP-1R form; Potency, µM (doses to about 45.6 µM), inactives show top-dose activation, actives largely listed as activators; Glucagon-like peptide 1 receptor (Homo sapiens), P43220; 380,000 compounds, 0.007% hits; AID 624172, 2012; also: potency is read from the fitted curve at half-maximal effect; % of control where 0% means no effect
Target sequence (P43220 whole entry, looked up): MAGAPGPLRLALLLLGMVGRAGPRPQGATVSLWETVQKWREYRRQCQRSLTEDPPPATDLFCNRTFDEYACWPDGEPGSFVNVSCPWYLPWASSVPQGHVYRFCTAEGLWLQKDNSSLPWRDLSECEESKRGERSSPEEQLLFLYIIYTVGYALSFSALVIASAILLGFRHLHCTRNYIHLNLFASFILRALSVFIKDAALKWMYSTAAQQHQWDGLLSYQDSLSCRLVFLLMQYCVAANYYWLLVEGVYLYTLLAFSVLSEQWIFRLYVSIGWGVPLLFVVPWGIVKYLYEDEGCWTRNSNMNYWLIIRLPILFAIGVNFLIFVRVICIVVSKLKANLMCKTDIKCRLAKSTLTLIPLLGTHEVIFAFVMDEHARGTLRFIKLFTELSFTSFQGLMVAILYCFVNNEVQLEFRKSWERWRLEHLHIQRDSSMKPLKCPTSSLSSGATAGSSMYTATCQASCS
TDP43 rescue = qHTS of TDP-43 Inhibitors; AID 652104, 2013; 410,000 compounds, 1.8% hits; TDP-43 expressing yeast growth rescue, BacTiter-Glo, 24 h; Potency, µM (series often up to 46.1 µM), for inactives: at the top dose growth rescue (activation), hits mostly activators; also: potency is read from the fitted curve at half-maximal effect; % of control where 0% means no effect; nearly all actives have a fitted effect of over 50% in size
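Yeast expressing TDP-43 (pregrown in raffinose, seeded at OD600=0.02 in galactose medium) exposed to compounds 24 hr at 30 deg C. Growth read by BacTiter-Glo luminescence; rescue of toxicity appears as increased signal.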
HEK293 tox = qHTS of GLP-1 Receptor Inverse Agonists: Cytotox Screen. HEK293 cAMP-luciferase reporter cells, luminescence, 24 h. Potency, µM (doses to about 38.3 µM), for the others: top-dose activity change, negative = inhibition, usual class: inhibitors. 410,000 compounds, 0.13% hits;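 also: loss of luciferase light is scored as toxicity; potency is read from the fitted curve at half-maximal effect; % is scaled to controls: 0 for no effect and ±100 for the full control effect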
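Cells in DMEM/10% Nu serum/1% pen-strep, 1536-well format. Pre-incubated 12 h, dosed with 23 nL compound, incubated a further 24 h. Luciferase detection, 12 min at room temp, luminescence.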
DRD3 agonist = qHTS of D3 Dopamine Receptor Agonist: qHTS. AID 652048, 2013. max activation, %. 410,000 compounds, 0.58% hits. D3R DiscoveRx beta-arrestin cells, luminescence, 90 min; in the data active = max activation above about 30%; also: 0% is about no effect; mostly tested at two doses, the higher about 12 µM
Target sequence (P35462 whole entry, looked up): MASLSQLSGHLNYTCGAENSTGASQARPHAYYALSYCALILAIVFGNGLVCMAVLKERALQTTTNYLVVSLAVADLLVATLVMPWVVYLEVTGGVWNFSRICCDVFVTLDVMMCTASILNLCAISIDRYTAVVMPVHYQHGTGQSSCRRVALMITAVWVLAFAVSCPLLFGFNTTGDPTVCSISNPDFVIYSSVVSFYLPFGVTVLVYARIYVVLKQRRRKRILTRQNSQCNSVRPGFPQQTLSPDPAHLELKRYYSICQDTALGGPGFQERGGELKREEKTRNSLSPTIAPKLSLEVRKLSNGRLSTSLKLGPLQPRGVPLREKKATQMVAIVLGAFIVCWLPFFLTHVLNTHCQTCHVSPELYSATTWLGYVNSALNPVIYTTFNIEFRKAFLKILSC
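Agonist-mode cell screen: cells plated at 1500/well and incubated overnight at 37 °C, then exposed to library compounds for 90 min at 37 °C. Detection reagent was added for 30–60 min at room temperature, and luminescence was read.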
PTHR1 ag = qHTS for PTHR1 Agonists: Primary Screen. 410,000 compounds, 0.075% hits. Potency, µM (series often up to 115 µM), for inactives: at the highest dose activation, actives largely listed as activators. HEK293 GP2 PTHR1 cells, GloSensor cAMP luminescence, 1 h; also: potency is read from the fitted curve at half-maximal effect; nearly all actives have a fitted effect of over 55% in size; some results filed as inactive show a strong effect at the top dose; inactives centre near -15; many of its hits are not listed in these tables
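HEK-293-derived GP2 cells expressing PTHR1 and a GloSensor cAMP reporter, 3,000/well, plated overnight, given luciferin plus IBMX (each 0.5 mM as added) for 1 h at 37 °C, then compound for 1 h at 37 °C. Luminescence was read after 15 min at room temperature.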
D3 antag = qHTS of D3 Dopamine Receptor Antagonist: qHTS; D(3) dopamine receptor (Homo sapiens), P35462; D3R cells, DiscoveRx beta-arrestin luminescence, antagonist mode; active compounds read low; max response, negative = inhibition, %; 360,000 compounds, 2.5% hits; AID 652054, 2013; in the data active = max response below about -50%; inconclusive = no clear call, values can overlap the other calls; also: % is scaled to controls: 0 for no effect and ±100 for the full control effect; mostly tested at two doses, the higher about 12 µM
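Cells expressing the human receptor were seeded at 1500 cells/well, incubated overnight at 37 degrees C in 5% CO2, then exposed to library compounds with dopamine controls for 90 minutes at 37 degrees C before luminescent detection.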
KB-V1 cytotox = qHTS assay for MDR1-selective chemotherapeutics: Primary screen using the drug-selected MDR subline cells KB-V1; 400,000 compounds, 3.4% hits; AID 1347076, 2019; KB-V1 MDR cells viability, CellTiter-Glo, 72 h; Potency, µM (titrated, usually from 46.1 µM), without a hit: at the highest dose activity change, negative = cytotoxicity, usual class: cytotoxic; also: potency is read from the fitted curve at half-maximal effect; % is scaled to controls: 0 for no effect and ±100 for the full control effect; nearly all actives have a fitted effect of over 60% in size
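In this primary screen, KB-V1 cells overexpressing P-gp are incubated with library compounds (lowest to highest concentration) for 72 h at 37 degrees C before a luminescent ATP viability read.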
GLP-1R inv ag = qHTS of GLP-1 Receptor Inverse Agonists (Inhibition Mode); Glucagon-like peptide 1 receptor (Homo sapiens), P43220; 410,000 compounds, 1.6% hits; Potency, µM (series often up to 38.3 µM), for the others: top-dose activity change, negative = inhibition, most hits filed as inhibitors; HEK293 GLP-1R CRE-luciferase, luminescence, 24 h; GLP-1R form is constitutively active; also: potency is read from the fitted curve at half-maximal effect; % is scaled to controls: 0 for no effect and ±100 for the full control effect; nearly all actives have a fitted effect of over 55% in size
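Cells are plated, allowed 12 hours at 37 deg C, then treated with compounds for 24 hr before luciferase detection reagent is added and luminescence is read after 12 min at room temperature. The HEK293 line carries constitutively active GLP-1R with a cAMP-responsive reporter.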
aSyn yeast inh = qHTS of alpha-syn Inhibitors. Yeast expressing alpha-synuclein, growth rescue, BacTiter-Glo, 24 h. Potency, µM (titrated, usually from 46.1 µM), without a hit: at the top dose growth rescue (activation), actives largely listed as activators. 370,000 compounds, 0.14% hits; also: potency is read from the fitted curve at half-maximal effect; % of control where 0% means no effect; nearly all actives have a fitted effect of over 65% in size
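Readout is rescue of growth in alpha-synuclein-expressing yeast, so inhibitors of toxicity appear as activators. Growth after 24 hr at 30 deg C in galactose medium is quantified by luminescence.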
* hit, by the source's call; i = inactive; ? = inconclusive; nt = no result given; [ ] = remark or other dose. Unless noted, calls follow the shape of the dose curve; as a rule, active = well fitted curve in the direction sought with a large enough effect; inconclusive = small, poorly fitted or top-dose-only effect, or another doubt; inactive = no such curve, though single readings can be large; an effect the other way counts as inactive or inconclusive.

SMILES	GLP1R ag	TDP43 rescue	HEK293 tox	DRD3 agonist	PTHR1 ag	D3 antag	KB-V1 cytotox	GLP-1R inv ag	aSyn yeast inh
CN1CCCc2cc(C#N)c(=O)[nH]c21	-4.4%	1.5%	-4.5%	-6.6	i	-2.6	5.4%	9.4%	-0.4%
CCC(=O)Nc1ccc(C(=O)Nc2ccc(OC)cc2[N+](=O)[O-])cc1	-8.8%	-5.8%	-5.7%	0.6	i	5.3	14.0%	0.2%	-4.6%
CCc1nc2ccc(C(=O)NCCc3ccccn3)cn2c1N(C)Cc1cccs1	-3.7%	18.6%	-0.6%	-5.1	-13.4%	-9.3	?	-19.2%	-3.0%
COc1ccc(CC(=O)N/N=C(\C)CC(=O)Nc2cccc(F)c2)cc1	20.4%	1.7%	-11.9%	4.7	i	1.0	18.6%	-23.4%	5.2%
Cc1ccc([C@@H]2[C@@H]3C(=O)N(C)C(=O)[C@@H]3[C@]3(C)C(=O)N(Cc4ccccc4)CC(=O)N23)o1	-5.4%	11.6%	30.4%	10.9	-44.3%[inhibitor]	4.0	-2.5%	9.1%	0.9%
COc1ccc(Nc2ncnc3sccc23)cc1	13.0%	?	-19.2%	-3.6	i	10.8	?	11.1%	-12.5%
COc1cccc(/C=N/NC(=O)CCCC(=O)Nc2ccc(Br)cc2)c1	9.2%	-2.5%	-1.3%	1.1	-7.9%	3.0	14.6µM*	?	-5.0%
O=C(NCC(c1cccnc1)N1CCOCC1)c1ccco1 (stereo unspecified)	0.1%	9.4%	-13.0%	2.3	6.0%	-16.0	25.7%	0.5%	1.2%
CCN(CC)C(=O)c1sc(NC(=S)N2CCN(C(=O)C3CCCO3)CC2)c(C(=O)OC)c1C (stereo unspecified)	-0.7%	-11.4%	-13.2%	0.5	i	-1.3	1.4%	19.7%	-2.5%
COc1ccc(C(=O)C2CCCN(C(=O)c3ccc(OC)o3)C2)c(C)c1 (stereo unspecified)	3.1%	-6.4%	9.5%	-8.5	i	-17.7	?	-2.1%	2.6%
OCCNCc1cc(Br)ccc1OCc1ccc(Cl)cc1	-3.6%	21.9%	-19.6%	-6.4	-7.0%	-12.1	9.2µM*	?	6.7%
CCOC(=O)N1CCC(NC(=O)C2=C(C)C(=O)OC23CCC(C)CC3)CC1 (stereo unspecified)	9.0%	27.2%	-1.0%	-1.4	-37.1%[inhibitor]	-27.9	-3.6%	-23.8%	-1.4%
CCn1c(C(C)NC(=O)c2ccc(C)cc2)n[nH]c1=S (stereo unspecified)	0.8%	-18.6%	-10.2%	-6.9	i	-19.7	?	7.3%	-9.2%
CC(=O)Nc1ccc(NC(=O)C/C(C)=N/NC(=O)C(=O)N2CCCC2)cc1	-6.1%	-1.6%	-4.1%	0.3	i	5.1	10.7%	0.6%	3.1%
CCc1ccc(CNC(=O)c2cnc3c(C)cccn3c2=O)cc1	nt	15.8µM*	0.0%	3.9	-23.8%	nt	12.3%	1.2%	nt
Cc1cccc(NS(=O)(=O)c2ccc(C)c(C(=O)OCC(=O)Nc3cc(C)on3)c2)c1	-1.5%	3.9%	-23.0%	2.5	-15.1%	-0.4	?	?	-1.6%
CC(=O)CCc1oc2ccc(C)cc2c1Cc1ccccc1	11.6%	12.4%	19.1%	5.7	i	8.3	16.2%	?	10.4%
CCNC(=O)C(=O)N1CCC2(CC1)OCCN2S(=O)(=O)c1ccc(C)cc1	-6.4%	14.8%	2.7%	1.3	i	22.5	-7.1%	11.9%	7.0%
CC(C)(c1ccccc1)c1ccc(OCCCNCCO)cc1	-6.5%	-10.6%	?	-2.7	i	-75.4*	?	?	3.9%
C=C(C)c1cccc(C(C)(C)NC(=O)N2CCC(C(N)=O)CC2)c1	3.2%	-29.0%	22.7%	0.1	i	4.2	-2.4%	5.8%	-0.7%
CCC(C)c1c(N)n(S(=O)(=O)c2ccc(C)cc2)oc1=O (stereo unspecified)	4.2%	-6.6%	-7.3%	1.2	-14.7%	6.5	9.4%	-3.4%	1.1%
O=C(N/N=C/c1sc2ccccc2c1O)c1cccc2ccccc12	-0.1%	-82.2%[inhibitor]	?	-23.4	-7.9%	0.0	?	?	?
CC(=O)OC1CCC2(C)C3CCC4(C)C(C(C)=O)CCC4C3CC3OC32C1 (stereo unspecified)	6.3%	-15.7%	2.1%	-2.6	i	-1.6	?	2.0%	-9.2%
Cn1nccc1NC(=O)Nc1ccc(Cl)cc1	-0.3%	18.8%	4.9%	-14.1	-10.8%	?	7.8%	12.2%	-4.3%
Cc1ccc(CCNC(=O)c2ccc(NC(=O)N3CC(C)Sc4ccccc43)cc2)cc1 (stereo unspecified)	nt	18.9%	8.6%	5.9	i	nt	0.5%	-29.9%	nt

Reformatted: results already given
Each structure is followed by: GLP1R ag	TDP43 rescue	HEK293 tox	DRD3 agonist	PTHR1 ag	D3 antag	KB-V1 cytotox	GLP-1R inv ag	aSyn yeast inh
- CCc1ccc(CNC(=O)c2cnc3c(C)cccn3c2=O)cc1
 : nt	15.8µM*	0.0%	3.9	-23.8%	nt	12.3%	1.2%	nt
- Cc1cccc(NS(=O)(=O)c2ccc(C)c(C(=O)OCC(=O)Nc3cc(C)on3)c2)c1
 : -1.5%	3.9%	-23.0%	2.5	-15.1%	-0.4	?	?	-1.6%
- CC(=O)CCc1oc2ccc(C)cc2c1Cc1ccccc1
 : 11.6%	12.4%	19.1%	5.7	i	8.3	16.2%	?	10.4%

Remaining list, next part
SMILES	GLP1R ag	TDP43 rescue	HEK293 tox	DRD3 agonist	PTHR1 ag	D3 antag	KB-V1 cytotox	GLP-1R inv ag	aSyn yeast inh
C=CCn1c(SCc2c(C)noc2C)nc2ccccc2c1=O	?	13.5%	?	-11.0	i	-20.1	?	0.0%	2.5%
COc1ccc(Cn2c(O)cc(=O)[nH]c2=O)cc1	-11.0%	6.5%	0.7%	-1.9	-5.0%[57.5 µM]	8.4	-7.2%	10.2%	0.4%
NC(=S)NN=C(Cc1ccccc1)Cc1ccccc1	-2.3%	15.8µM*	-76.7%[7.66 µM]	-7.7	-16.6%	-8.7	?	?	3.3%
COC(C[C@@H](O)[C@H](C)[C@H](O)COCc1ccccc1)OC	4.8%	6.6%	5.4%	15.2	-16.0%	-2.4	-1.3%	18.6%	-3.2%
O=C(O)COc1ccc(/C=N/NC(=O)c2cccc3ccccc23)cc1	-0.2%	-17.0%	-4.6%	-10.6	-7.9%	-0.8	?	-13.0%	-3.7%
CN(C)c1cccc(C(=O)NCCCSc2ccccc2)c1	7.9%	?	15.1%	5.9	-20.1%	-18.3	0.3%	?	8.4%
CNc1ccccc1C(C)(C)c1ccn[nH]1	1.4%	-19.9%	2.0%	-8.6	-0.4%	-5.6	-7.6%	-16.9%	-4.5%
Cc1cccc(-n2nnnc2SCC(=O)NCC2CCCO2)c1 (stereo unspecified)	9.4%	-19.9%	1.9%	0.8	6.3%	-15.7	?	1.4%	-5.1%
N#Cc1nccnc1S(=O)(=O)c1cccs1	-6.4%	12.6µM*	?	-14.9	-26.2%	-15.2	1.2%	?	-5.4%
Cn1c(SCC(=O)NCC2CCCO2)nnc1-c1ccco1 (stereo unspecified)	2.5%	-3.6%	4.6%	0.0	i	2.4	57.3%	6.8%	-2.2%
Cc1ccc(Cn2c(=O)n(Cc3ccc(Cl)cc3)c(=O)c3cccnc32)cc1	nt	1.0%	-18.9%	-3.1	i	nt	-12.1%	-6.1%	nt
Cc1cccc(C)c1OCc1cc(C(=O)N2CCN(c3ccccn3)CC2)no1	4.3%	10.3%	-1.3%	-2.0	-41.5%[inhibitor]	0.2	-22.5%	?	10.5%
CCn1cnc2c1c(=O)n(Cc1csc(-c3ccccc3)n1)c(=O)n2Cc1ccccc1	4.7%	?	15.6%	-2.4	-22.0%[57.5 µM]	-14.2	-14.3%	?	1.8%
COC(=O)Cn1c2ccccc2c(=O)n1C(C)CBr (stereo unspecified)	3.0%	4.8%	-1.6%	2.1	-7.3%	20.1	0.8%	23.1%	7.0%
COc1ccc(CC(=O)Nc2cccc(SC)c2)cc1	2.7%	12.6µM*	-3.3%	-2.9	i	11.2	?	-16.6%	0.1%
CCc1cccc(CC)c1NC(=S)NCc1ccc2c(c1)OCO2	-1.3%	25.7%	?	8.9	-15.4%	37.1	-4.4%	?	-6.0%
Cc1nnn(C23CC4CC(CC(CC(=O)Nc5ccc(C)c(Cl)c5)(C4)C2)C3)n1	0.2%	3.8%	?	0.0	-24.1%	3.2	7.31µM*	?	4.5%
O=C1CCCN1CCCNS(=O)(=O)c1ccccc1	-2.9%	1.12µM*	10.6%	-3.3	i	-1.7	-11.1%	11.0%	?
N#Cc1cccc(NC(=O)C2CCN(c3ncccn3)CC2)c1	nt	21.4%	-13.7%	5.9	i	nt	0.0%	4.8%	nt
COc1ccc(/C=N/NC(=O)C(C)N(c2ccc(OC)cc2)S(C)(=O)=O)cc1 (stereo unspecified)	-1.9%	-4.4%	-0.8%	0.7	-7.9%	11.2	19.1%	-10.3%	-4.1%
CCOC(=O)c1cc(-c2ccccc2)sc1NC(=O)COC	2.3%	-3.6%	-10.4%	-2.0	-9.8%	7.4	0.0%	10.2%	4.0%
CC1=C(C(=O)OC2CCCCC2)C(c2cccnc2)n2nnnc2N1 (stereo unspecified)	9.7%	9.0%	9.0%	12.4	-23.8%	2.1	-9.8%	15.8%	3.5%

Compound activity as filed in PubChem BioAssay.

An excerpt, so the mix of outcomes need not match the whole.
